Pin1 inh: inhibitors of human Pin1 | Q13526 | Pin1 FP peptide displacement, HiFluor488, 10 min | Potency, µM (highest dose often 115 µM), without a hit: at the highest dose activity, negative = inhibition, actives largely listed as inhibitors | actives 0.009% (n = 390,000) | AID 504891; active = well fitted inhibition curve with a large enough effect in the polarisation, with a control signal flat, not every such curve was filed as active; inconclusive = small, poorly fitted or top-dose-only effect, or effect the other way, or a change in a side signal; inactive = no such curve, though single readings can be large or run the other way; the % refers to the polarisation; also: potency is read from the fitted curve at half-maximal effect; % is scaled to controls: 0 for no effect and ±100 for the full control effect
Target sequence (Q13526 whole entry, looked up): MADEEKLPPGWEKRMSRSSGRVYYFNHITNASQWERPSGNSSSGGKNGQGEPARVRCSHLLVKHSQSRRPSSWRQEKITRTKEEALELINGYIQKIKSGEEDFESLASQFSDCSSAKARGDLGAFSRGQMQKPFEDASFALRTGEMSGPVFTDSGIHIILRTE
PI4K2A inh: PI4K2A (human) kinase inhibition | Q9BTU6 | purified PI4K2A, ADP-Glo luminescence, 1 h; stronger effect = lower value | activity change, negative = inhibition, % at 76.9 µM | actives 0.13% (n = 420,000); in the data active = activity change below about -50%; inconclusive = mostly about -30% to -49%;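 also: -100% = wells without enzyme as full effect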
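Compounds are screened against recombinant PI4K2A using PI as substrate and ATP, the latter dispensed at 300 microM. Reactions run one hour at ambient temperature before ADP-Glo detection; full inhibition defined by wells lacking enzyme.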
Tb PGK inh: blocks T. brucei phosphoglycerate kinase; P07378; PGK/GAPDH coupled, Kinase-Glo luminescence, 60 min; Potency, µM (highest dose often 57.5 µM), for inactives: at the highest dose activity change, negative = inhibition, hits mostly inhibitors; actives 0.043% (n = 380,000); AID 602233; also: potency is read from the fitted curve at half-maximal effect; % is scaled to controls: 0 for no effect and ±100 for the full control effect; nearly all actives have a fitted effect of over 60% in size
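Luminescent ATP detection (Kinase-Glo Plus) follows a 60-minute room-temperature incubation, with wells lacking PGK as controls. Buffer: 100 mM TEA (pH 7.6), 5 mM MgCl2, 0.01% Tween-20. Coupling enzyme GAPDH (100 nM final) supplies unstable 1,3-BPG in-well.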
GLS inh: blocks human kidney-isoform glutaminase activity; O94925; GLS enzymatic activity, qHTS titration; Potency, µM (doses to about 45.5 µM), inactives show at the highest dose activity change, negative = inhibition, most hits filed as inhibitors; actives 0.21% (n = 410,000); AID 624170; also: potency is read from the fitted curve at half-maximal effect; % is scaled to controls: 0 for no effect and ±100 for the full control effect
Target sequence (O94925 whole entry, looked up, canonical isoform): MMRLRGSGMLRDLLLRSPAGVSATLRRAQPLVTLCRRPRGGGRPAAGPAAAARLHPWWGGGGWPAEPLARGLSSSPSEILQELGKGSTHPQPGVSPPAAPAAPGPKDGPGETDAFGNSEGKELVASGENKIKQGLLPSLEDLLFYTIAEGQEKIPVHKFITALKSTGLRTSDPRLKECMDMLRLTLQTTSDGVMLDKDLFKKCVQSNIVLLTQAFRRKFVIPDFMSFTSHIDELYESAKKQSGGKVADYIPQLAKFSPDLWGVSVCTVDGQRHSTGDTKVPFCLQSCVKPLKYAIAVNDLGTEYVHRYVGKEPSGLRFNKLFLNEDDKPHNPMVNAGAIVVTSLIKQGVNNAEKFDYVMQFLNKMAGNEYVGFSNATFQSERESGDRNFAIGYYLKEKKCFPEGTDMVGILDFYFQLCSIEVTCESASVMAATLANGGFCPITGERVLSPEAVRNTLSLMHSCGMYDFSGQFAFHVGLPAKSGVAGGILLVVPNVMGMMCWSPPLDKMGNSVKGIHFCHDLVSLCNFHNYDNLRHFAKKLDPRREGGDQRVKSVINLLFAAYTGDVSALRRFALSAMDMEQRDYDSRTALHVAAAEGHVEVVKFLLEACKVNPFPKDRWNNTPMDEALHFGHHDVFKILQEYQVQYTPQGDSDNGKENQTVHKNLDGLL
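Enzyme dispensed in phosphate buffer (45 mM, pH 8.2, 0.02% Tween-20), compounds pinned in, then 1 mM L-glutamine solution and the glutamate oxidase–HRP–Amplex Red mix added; fluorescence read immediately and again after 30 min at room temperature.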
G9a inh: inhibitors of human histone lysine methyltransferase G9a. AID 504332. G9a H3K9 monomethylation, AlphaScreen, 2 h. Potency, µM (series often up to 102 µM), without a hit: at the top dose activity, negative = inhibition, hits mostly inhibitors. actives 8.8% (n = 350,000). Q96KQ7; also: potency is read from the fitted curve at half-maximal effect; % is scaled to controls: 0 for no effect and ±100 for the full control effect; nearly all actives have a fitted effect of over 75% in size
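Compounds were preincubated with 20 nM G9a for 15 min, after which biotinylated H3K9 peptide (500 nM) and SAM (20 uM) started a 2 h room-temperature reaction. Monomethylated product was quantified by antibody-based AlphaScreen chemiluminescence.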
BAZ2B inh: BAZ2B (human) inhibition | actives 4.4% (n = 360,000) | Q9UIF8 | AID 504333 | Potency, µM (titrated, usually from 114 µM), inactives show at the highest dose activity change, negative = inhibition, actives largely listed as inhibitors | AlphaScreen BAZ2B-H3K14Ac peptide displacement; also: potency is read from the fitted curve at half-maximal effect; % is scaled to controls: 0 for no effect and ±100 for the full control effect; nearly all actives have a fitted effect of over 60% in size
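Compounds, titrated to a top concentration of 110 uM, were incubated 30 min at room temperature with preformed BAZ2B/acetyl-K14 H3 peptide complex (50 nM each). Proximity signal was measured by AlphaScreen after 20 min with beads.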
ERG-DNA inh: inhibitors of human ERG Ets domain-DNA interaction. P11308. fluorescence polarization, His-ERG Ets domain / labelled DNA. Potency, µM (titrated, usually from 76.9 µM), for inactives: at the top dose FP activity, negative = inhibition, usual class: inhibitors. actives 0.028% (n = 370,000). AID 624246; active = well fitted inhibition curve with a large enough effect in the polarisation, with a control signal flat; inconclusive = small, poorly fitted or top-dose-only effect, or effect the other way, or a change in a side signal; inactive = no such curve, though single readings can be large or run the other way; the % refers to the polarisation;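 also: polarization taken with two DNA probes labelled with fluorescein and Texas red; potency is read from the fitted curve at half-maximal effect; % of control where 0% means no effect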
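His-tagged ERG Ets domain (1 uM in the protein solution; 300mM KCl, 50mM Tris-HCl, 1mM EDTA, 1mM DTT, pH 7.5) received compound, then a probe mix of 5 nM fluorescein-DNA and 100nM Texas-615-DNA. Fluorescence polarization was read for both dyes.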
JMJD2A Tudor inh: JMJD2A Tudor domain (human) inhibition | AlphaScreen JMJD2A-Tudor / H3K4me3 peptide binding | Potency, µM (titrated, usually from 114 µM), without a hit: at the top dose activity change, negative = inhibition, most hits filed as inhibitors | actives 4.4% (n = 390,000); also: potency is read from the fitted curve at half-maximal effect; % is scaled to controls: 0 for no effect and ±100 for the full control effect; nearly all actives have a fitted effect of over 50% in size
HP1b chromo inh: blocks HP1-beta chromodomain binding to methylated histone tails; AlphaScreen HP1-beta / biotin-H3K9me3 peptide binding; Potency, µM (titrated, usually from 114 µM), for inactives: at the highest dose activity change, negative = inhibition, most hits filed as inhibitors; actives 0.56% (n = 390,000); also: potency is read from the fitted curve at half-maximal effect; nearly all actives have a fitted effect of over 70% in size; inactives centre near 23
Target sequence (P83916 whole entry, looked up): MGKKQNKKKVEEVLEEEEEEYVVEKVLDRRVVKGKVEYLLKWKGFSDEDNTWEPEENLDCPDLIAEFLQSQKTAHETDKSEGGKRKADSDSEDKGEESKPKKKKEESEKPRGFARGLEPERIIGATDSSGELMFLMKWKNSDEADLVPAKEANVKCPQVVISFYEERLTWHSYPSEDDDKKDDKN
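HP1-beta protein (50 nM final) preincubated 30 min at room temperature with biotinylated H3(1-18)K9me3 peptide (50 nM) in PBS pH 7.4, 0.01% Tween-20, then compound added for 30 min. AlphaScreen streptavidin donor/nickel chelate acceptor beads (10 ug/mL final), 30 min dark, luminescence read.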
An asterisk follows results filed as active; [ ] = remark or other dose. Unless noted, calls follow the shape of the dose curve; as a rule, active = well fitted curve in the direction sought with a large enough effect; inconclusive = small, poorly fitted or top-dose-only effect, or another doubt; inactive = no such curve, though single readings can be large; an effect the other way counts as inactive or inconclusive.

Screening Cc1ccc(C(=O)c2c3ccccc3[n+]([O-])n2CCC(=O)O)cc1 returned Pin1 inh inconclusive, PI4K2A inh -5.4, Tb PGK inh 1.4%, GLS inh -3.8%, G9a inh -6.5%[2.33 µM], BAZ2B inh 3.2%, ERG-DNA inh 16.5%, JMJD2A Tudor inh -29.7% and HP1b chromo inh 48.6%[activator].
`COc1cc(C2(c3ccc(O)c(OC)c3)C(=O)N(C)c3ccc(Br)cc32)ccc1O` gave Pin1 inh 0.6%, PI4K2A inh 3.4, Tb PGK inh -2.1%, GLS inh -0.9%, ERG-DNA inh 2.5%, JMJD2A Tudor inh inconclusive and HP1b chromo inh -2.4%.
`O=C(NCc1ccccc1)C(=O)NCC(c1ccco1)S(=O)(=O)c1ccccc1` (centres undefined) gave Pin1 inh 3.3%, PI4K2A inh 1.7, Tb PGK inh 3.4%, GLS inh -3.9%, G9a inh -41.6%[59 µM], BAZ2B inh 0.3%, ERG-DNA inh -1.6%, JMJD2A Tudor inh -4.2% and HP1b chromo inh 42.0%[activator].
Cc1oc2ncn(C)c(=O)c2c1C(=O)NCCCN1CCCC(C)C1 (centres undefined) was read as Pin1 inh 4.9%, PI4K2A inh -0.5, Tb PGK inh 7.9%, GLS inh 0.4%, G9a inh -3.1%[59 µM], BAZ2B inh 7.1%[57.1 µM], ERG-DNA inh 0.9%, JMJD2A Tudor inh -17.2% and HP1b chromo inh 14.1%.
Screening Cc1ccc(C2CC(c3ccc(F)cc3)Nc3nc(N)nn32)cc1 (centres undefined) returned Pin1 inh 0.2%, PI4K2A inh -3.9, Tb PGK inh 2.4%, GLS inh 18.5%, G9a inh 23.3%, BAZ2B inh 2.4%, ERG-DNA inh -6.2%, JMJD2A Tudor inh inconclusive and HP1b chromo inh 2.9%.
For COCC1CCN(C(=O)c2cc(COc3ccccc3SC)on2)C1 (centres undefined) the results were Pin1 inh -6.4%, PI4K2A inh -0.7, Tb PGK inh inactive, GLS inh -1.6%, G9a inh 7.1%, BAZ2B inh -2.8%, ERG-DNA inh 1.1%, JMJD2A Tudor inh -17.1% and HP1b chromo inh 52.7%[activator].
Screening O=C(Nc1cccc(Br)c1)C1CCCC1 returned Pin1 inh 3.7%, PI4K2A inh -2.7, Tb PGK inh inactive, GLS inh -9.0%, ERG-DNA inh 5.9%, JMJD2A Tudor inh 7.7% and HP1b chromo inh 57.9%[activator].
`CSc1ccc(CCNC(=O)CN2C(=O)COc3ccc(S(=O)(=O)N4CCCC4)cc32)cc1` gave Pin1 inh -0.8%, PI4K2A inh -1.7, Tb PGK inh 9.0%, GLS inh 0.6%, G9a inh -33.2%[59 µM], BAZ2B inh inconclusive, ERG-DNA inh 10.1%, JMJD2A Tudor inh -21.2% and HP1b chromo inh 18.0%.
CCOC(=O)c1oc2ccc(S(=O)(=O)n3nc(-c4ccc(Cl)cc4)cc3N)cc2c1C was read as Pin1 inh 10.5%, PI4K2A inh -4.6, Tb PGK inh inactive, GLS inh -4.5%, G9a inh -7.6%, BAZ2B inh -2.8%, ERG-DNA inh 10.3%, JMJD2A Tudor inh -4.8% and HP1b chromo inh 36.4%.
N#C/C(=C\c1ccc(O)c([N+](=O)[O-])c1)C(=O)NCc1ccccc1 was read as Pin1 inh -8.4%, PI4K2A inh 3.7, Tb PGK inh -3.7%, GLS inh -7.0%, G9a inh inconclusive, BAZ2B inh -23.6%, ERG-DNA inh -9.4%, JMJD2A Tudor inh -29.5% and HP1b chromo inh 13.7%.
`Cc1ccc(OCC(=O)Nc2ccc(S(=O)(=O)Nc3ccccn3)cc2)c(C)c1` gave Pin1 inh 1.8%, PI4K2A inh 4.9, Tb PGK inh -1.2%, GLS inh -6.2%, G9a inh inconclusive, BAZ2B inh -5.7%, ERG-DNA inh -0.4%, JMJD2A Tudor inh -13.2% and HP1b chromo inh 22.7%.
Screening O=C(O)C1C2C=CC3(CN(Cc4ccncc4)C(=O)C13)O2 (centres undefined) returned Pin1 inh 1.7%, PI4K2A inh 1.2, Tb PGK inh -0.7%, GLS inh 0.6%, G9a inh -6.6%[59 µM], BAZ2B inh 7.7%, ERG-DNA inh -1.2%, JMJD2A Tudor inh -12.1% and HP1b chromo inh 51.3%[activator].
O=C(NCCCn1ccnc1)c1cc2ccccc2o1 was read as Pin1 inh -9.1%, PI4K2A inh 1.8, Tb PGK inh -0.2%, GLS inh 0.8%, G9a inh 4.9%, BAZ2B inh -29.4%, ERG-DNA inh 2.5%, JMJD2A Tudor inh -14.4% and HP1b chromo inh 5.4%.
For CCC(C)Sc1ccc(-c2nc3ccccn3c2NCc2ccccc2)cc1OC (centres undefined) the results were Pin1 inh 5.3%, PI4K2A inh -4.9, Tb PGK inh -9.5%, GLS inh 22.2%, ERG-DNA inh -3.5%, JMJD2A Tudor inh inconclusive and HP1b chromo inh 16.4%.
Screening Nc1nonc1-n1nnc(C(=O)N/N=C/c2ccc(O)cc2)c1CN1CCCCCC1 returned Pin1 inh -0.5%, PI4K2A inh 2.3, Tb PGK inh -5.3%, GLS inh 19.8%, ERG-DNA inh 5.0%, JMJD2A Tudor inh inconclusive and HP1b chromo inh 12.1%.
For Cc1cc(NC(=O)CCS(=O)(=O)c2ccc(F)cc2)no1 the results were Pin1 inh 1.2%, PI4K2A inh 4.4, Tb PGK inh -11.3%, GLS inh -0.5%, G9a inh inconclusive, BAZ2B inh 0.3%, ERG-DNA inh -0.5%, JMJD2A Tudor inh -0.7% and HP1b chromo inh 41.4%[activator].
Screening CCOC(=O)c1c(-c2ccsc2)csc1N returned Pin1 inh 1.0%, PI4K2A inh -0.3, Tb PGK inh -4.6%, GLS inh 19.3%, G9a inh 47.9%[59 µM], BAZ2B inh 15.1%, ERG-DNA inh 5.9%, JMJD2A Tudor inh inconclusive and HP1b chromo inh -22.1%.
Screening O=C(CCc1nnc(-c2ccsc2)o1)N1CCCCC1CCn1ccnc1 (centres undefined) returned Pin1 inh 0.6%, PI4K2A inh 8.9, Tb PGK inh inactive, GLS inh inconclusive, BAZ2B inh 0.3%, ERG-DNA inh -6.1%, JMJD2A Tudor inh -10.5% and HP1b chromo inh 29.0%.
Screening CN1/C(=C\C=N\NC(=O)c2ccc(O)cc2)C(C)(C)c2ccccc21 returned Pin1 inh 23.4%, PI4K2A inh -0.2, Tb PGK inh -4.9%, GLS inh 27.9%, G9a inh 3.2%[59 µM], BAZ2B inh inconclusive, ERG-DNA inh 79.1%[activator], JMJD2A Tudor inh inconclusive and HP1b chromo inh -27.0%.
CN1CCN(c2ccccc2NC(=O)c2ccc3c(c2)OCCO3)CC1 was read as Pin1 inh 5.7%, PI4K2A inh -2.7, Tb PGK inh 1.3%, GLS inh -9.1%, G9a inh 5.5%[59 µM], BAZ2B inh 0.5%, ERG-DNA inh -5.4%, JMJD2A Tudor inh -16.5% and HP1b chromo inh 34.3%.
COc1ccccc1CCNC(=O)CCn1nc(C)c2c(C)n(-c3ccccc3)nc2c1=O was read as Pin1 inh -4.9%, PI4K2A inh 4.1, Tb PGK inh 6.2%, GLS inh 0.8%, G9a inh 16.0%, BAZ2B inh -2.7%, ERG-DNA inh -0.6%, JMJD2A Tudor inh -13.0% and HP1b chromo inh 61.6%[activator].
`CC1CN(CC(=O)c2c(N)n(Cc3ccccc3)c(=O)n(C)c2=O)CC(C)O1` (centres undefined) gave Pin1 inh -0.5%, PI4K2A inh -0.2, Tb PGK inh -8.2%, GLS inh 1.7%, G9a inh 33.4%[12.7 µM], BAZ2B inh 10.0%, ERG-DNA inh -6.3%, JMJD2A Tudor inh -9.2% and HP1b chromo inh 34.2%.
Screening CN(Cc1ccccc1)c1nc(-c2ccc([N+](=O)[O-])cc2)nc2ccccc12 returned Pin1 inh 31.4%[activator], PI4K2A inh 5.9, Tb PGK inh 8.7%, GLS inh 0.3%, G9a inh -46.4%, BAZ2B inh inconclusive, ERG-DNA inh -4.9%, JMJD2A Tudor inh inconclusive and HP1b chromo inh -13.5%.
For O=C(Nc1cc(S(=O)(=O)N2CCOCC2)ccc1N1CCCC1)c1ccc(Cl)cc1 the results were Pin1 inh 2.9%, PI4K2A inh -0.8, Tb PGK inh 1.7%, GLS inh 17.4%, G9a inh 1.78µM*, BAZ2B inh -5.2%, ERG-DNA inh -5.5%, JMJD2A Tudor inh inconclusive and HP1b chromo inh inconclusive.
COc1ccccc1OCc1ccc(C(=O)NCC(C)C)o1 was read as Pin1 inh -4.9%, PI4K2A inh -4.0, Tb PGK inh -1.9%, GLS inh 6.2%, G9a inh -33.0%, BAZ2B inh -4.1%, ERG-DNA inh -8.6%, JMJD2A Tudor inh -2.1% and HP1b chromo inh 28.8%.
For Cc1ccc(-c2nc3ncccc3o2)cc1NC(=O)CC(C)C the results were Pin1 inh -6.0%, PI4K2A inh -1.8, Tb PGK inh 0.9%, GLS inh 3.8%, G9a inh 8.8%[59 µM], BAZ2B inh -0.3%, ERG-DNA inh -1.8%, JMJD2A Tudor inh 3.5% and HP1b chromo inh 35.5%.
For COc1cc(NC(=O)Nc2cccc(Cl)c2)c(C(=O)O)cc1OC the results were Pin1 inh -0.9%, PI4K2A inh 4.6, Tb PGK inh -4.7%, GLS inh 0.5%, G9a inh inconclusive, BAZ2B inh -17.8%, ERG-DNA inh -6.9%, JMJD2A Tudor inh -17.9% and HP1b chromo inh 15.4%.

Source: PubChem (National Center for Advancing Translational Sciences (NCATS))
